TTR transcr act: TTR transcription activation, primary screen; actives 1.3% (n = 92,000); activation, % at 16.7 µM; SH-SY5Y TTR promoter Gaussia luciferase, luminescence; 100% = recombinant luciferase protein wells;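 active = activation above the mean of all tested compounds plus 3 SD, cut at about 9.5% in these data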;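 also: cells exposed to compounds for one day before reading; 0% = median of all test compound wells on the plate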
Starred values were filed as active, the others as inactive; & = joins results of further samples. These rows are one share of the data; the hit share may differ from the screen's.

compound,TTR transcr act
O=S(=O)(c1ccc(Cl)cc1)c1cnc(-c2cccnc2)nc1-c1ccccc1,4.4
O=C(CCCSc1nc2ccccc2[nH]1)NC1=NCCS1,-0.8
C/C(N)=C(/C#N)C(=O)CSc1nc2ccccc2c(=O)n1CCCO,-1.2
COc1ccc(C(C)=O)cc1CSc1nnc(Nc2ccc(C)cc2C)s1,9.3
Cc1cc(C)nc(NS(=O)(=O)c2ccc(NC(=O)Cc3ccc(F)cc3)cc2)n1,-0.2
COc1ccc(-c2ccc(SC)nn2)cc1,-1.0
Cc1ccc(S(=O)(=O)CCC(=O)NC2CCCCC2)cc1,-1.1
O=C(NNC(=O)c1cccc2ccccc12)c1ccc(Cl)cc1Cl,2.4
CCOC(=O)CN1CCS(=O)(=O)CC1,-1.0
Cc1ccc(OCC(=O)NNC(=O)C(=O)N2CCCC2)c(C)c1,-0.3
CCCCn1c(N)c(N(CC(C)C)C(=O)CSCC(=O)Nc2ccc(OC)cc2)c(=O)[nH]c1=O,-0.2
CCOC(=O)c1[nH]cnc1C(=O)N1CCC(C)CC1,2.0
O=C(CNc1ccccc1)Nc1cccc2ccccc12,0.8
CCC(c1nnnn1CCOC)N(Cc1cc2cc(C)c(C)cc2[nH]c1=O)CC1CCCO1 (stereo not drawn),-0.6
COC(=O)CCC(=O)N1CCCC(C(=O)c2ccc(Cl)cc2C)C1 (stereo not drawn),-1.0
Cc1oc(-c2ccc(Cl)cc2)nc1CS(=O)CC(=O)NCCCN1CCOCC1 (stereo not drawn),-0.8
COC(=O)c1ccccc1NC(=O)NC1CCCCC1,-2.9
Cc1cc(C)cc(OC(C)C(=O)NCCCn2ccnc2)c1 (stereo not drawn),1.1
Cc1ccc(N(C)S(=O)(=O)c2cccc(C(=O)NC3=NCCS3)c2)cc1,0.4
NC(=O)Nc1ccc(Nc2ccccc2)cc1,1.6
COC(=O)c1cc(-c2ccc(S(=O)(=O)N3CCCCC3)cc2)c(C(F)(F)F)s1,-0.3
COCCNC(=S)N1CCC(C(=O)c2ccc3c(c2)OCCO3)CC1,-1.8
Nc1nc(-c2ccc(Cl)cc2)c(S(=O)(=O)c2ccccc2)s1,1.4
N#C/C(=C/c1ccc([N+](=O)[O-])cc1)C(=O)Nc1ccccc1O,-0.3
COc1cccc(-c2nc(NCC3CCCO3)c3ccccc3n2)c1O (stereo not drawn),-3.2
COCCCNC(=O)/C=C1\Sc2ccccc2N(Cc2ccccc2F)C1=O,-2.6
Cc1ccc(NC(=O)C(C)NS(=O)(=O)c2ccc(F)cc2)cc1C (stereo not drawn),1.2
O=C1c2ccccc2C(=O)c2c1ccc1c(=O)n(-c3ccccc3)[nH]c21,1.9
Nc1ccc(-n2nc3ccccc3n2)cc1,-0.2
C[C@@H]1CCCCO[C@@H](CN(C)C(=O)Nc2ccccc2)[C@@H](C)CN([C@H](C)CO)C(=O)c2cc(N(C)C)ccc2O1,-0.9
O=C(N/N=C/C(Br)=C/c1ccccc1)c1ccc([N+](=O)[O-])cc1,-3.0
CN(Cc1ccccc1)C(=O)c1ccc(Cl)c([N+](=O)[O-])c1,-0.8
O=C1Nc2cc3c(cc2C1=O)sc1ccccc13,0.9
CCn1c(CCNC(=O)c2ccc(OC)cc2)nnc1SCc1ccc(Cl)c(Cl)c1,-1.7
Cc1sc2nc(SCC(=O)N3CCOCC3)[nH]c(=O)c2c1-c1ccccc1,1.8
Cc1cccc(N/C(N)=N/c2nc(C(F)(F)F)cc(C(F)(F)F)n2)c1,-1.4
C/C(=N\NC(=O)CSCc1ccccc1Cl)c1cccc(NC(=O)c2ccccc2)c1,-3.6
Cc1cc(C)n2nc(SCC(=O)N/N=C/c3ccc(F)cc3)nc2n1,-1.4
CCOc1cc(S(=O)(=O)Nc2ccccc2CC)ccc1Cl,-0.1
C=CCn1c(=O)c2c(nc3n2CCCN3Cc2ccccc2)n(C)c1=O,-0.4
CON(C)c1nc(OCCNC(=O)OCc2ccc(Cl)cc2C)nc(N(C)C)n1,2.8
Cc1cc(NC(=O)CN2C(=O)S/C(=C\c3ccccc3)C2=O)no1,0.1
COC(=O)c1ccc(NS(=O)(=O)c2ccc(S(=O)(=O)N3CCOCC3)cc2)cc1,0.0
O=C(CCS(=O)(=O)Cc1ccc(Cl)cc1)NCCCN1CCN(c2ccccc2F)CC1,0.1
NCCCC[C@@H](C(=O)N1CCNCC1)n1cc([C@@H](N)CO)nn1,1.8
Cc1nc(NC(=O)C2CC2)sc1C(=O)Nc1cccc(Cl)c1,-0.6
CC(=O)N1/C(=C/c2ccc(N(C)C)cc2)C(=O)c2ccccc21,-2.4
CCCCn1nnnc1C1(C)CCC(=O)N1CC(F)(F)F (stereo not drawn),0.5
CCOC(=O)c1sc(=NC(=O)c2ccco2)n(C)c1C,-1.2
COc1cc(C(=O)NCc2cc3cc(Cl)ccc3n2C)cc(OC)c1OC,1.6

Continuation.
compound,TTR transcr act
Cn1cnnc1SCC(=O)NC1CCCCC1,1.7
COc1ccccc1N1CCN(S(=O)(=O)c2ccc3c(c2)n(C)c(=O)n3C)CC1,0.6
COc1ccc(S(=O)(=O)NNC(=O)C2COc3ccccc3O2)cc1[N+](=O)[O-] (stereo not drawn),-1.3
CCOC(=O)N1CCN(CC(=O)Nc2sc(CC)cc2C(=O)c2ccc(OC)cc2)CC1,-2.5
CC(C)(O)C#Cc1ccc(C(=O)NC2CCCCC2)s1,-3.2
COc1cc(/C=C2\CC/C(=C\c3cc(OC)c(OC)c(OC)c3)C2=O)cc(OC)c1OC,-2.6
CCN(CC)c1ccc(SS(=O)(=O)O)cc1,-0.8&0.3
Cc1cc(C(=O)OCC(=O)Nc2sc3c(c2C#N)CCC(C)C3)c2ccccc2n1 (stereo not drawn),2.4
CCCC(=O)OCC(=O)Nc1ccccc1C#N,2.2
Cc1ccc(S(=O)(=O)N(CC(=O)N/N=C/c2cccc(C)c2)c2cccc3cccnc23)cc1,-0.8

Shown with each value named: part of the list above
> COc1cc(/C=C2\CC/C(=C\c3cc(OC)c(OC)c(OC)c3)C2=O)cc(OC)c1OC
  TTR transcr act = -2.6

> CCN(CC)c1ccc(SS(=O)(=O)O)cc1
  TTR transcr act = -0.8&0.3

> Cc1cc(C(=O)OCC(=O)Nc2sc3c(c2C#N)CCC(C)C3)c2ccccc2n1 (stereo not drawn)
  TTR transcr act = 2.4

Additional structures
compound,TTR transcr act
COc1ccc(-n2c(=S)[nH]c3ncccc3c2=O)cc1,-1.3
COC(=O)c1ccccc1NC(=O)Cn1cnc2ccc(S(=O)(=O)N3CCC(C)CC3)cc2c1=O,-1.5
CCN(CC)C(=O)c1nc[nH]c1C(=O)N1CCc2ccccc2C1,-3.1
Nc1c(C(=O)c2ccccc2)oc2ccc(Br)cc12,-4.5
CNc1ccc([N+](=O)[O-])cc1C(=O)O,0.4
CCCC(C)NC(=O)c1nc(-c2ccccc2)n(-c2ccccc2)n1 (stereo not drawn),-3.6
O=C(CN1CCN(S(=O)(=O)c2ccccc2[N+](=O)[O-])CC1)Nc1ccc(N2CCOCC2)cc1,0.8
COC(=O)c1cc(OC)c(OC)cc1NC(=O)c1cccc(C)c1,3.4
COc1cc(C2C=C(Nc3ccccc3)C(=O)N2c2ccccc2)ccc1O (stereo not drawn),-1.6
CC(=O)NC(=S)Nc1ccc(NC(=O)c2cccnc2Cl)cc1,1.5

Pulled by compound from the entries so far, 4 records:
compound,TTR transcr act
COc1cc(C2C=C(Nc3ccccc3)C(=O)N2c2ccccc2)ccc1O (stereo not drawn),-1.6
COC(=O)c1ccccc1NC(=O)Cn1cnc2ccc(S(=O)(=O)N3CCC(C)CC3)cc2c1=O,-1.5
CC(=O)NC(=S)Nc1ccc(NC(=O)c2cccnc2Cl)cc1,1.5
COC(=O)c1cc(OC)c(OC)cc1NC(=O)c1cccc(C)c1,3.4

New compounds follow:
compound,TTR transcr act
COc1cc(OC)cc(C(=O)N[C@H](C(=O)OCc2cc(=O)oc3cc(C)ccc23)C(C)C)c1,-0.8
COc1cccc(CNC(=O)COC(=O)C2CCN(c3ccc(C(F)(F)F)cn3)CC2)c1,-1.6
COc1ccc(CNC(=O)CCS(=O)(=O)c2ccc3c(c2)NC(=O)C(C)S3)cc1 (stereo not drawn),2.4
CC1CCCC(C)N1C(=O)Cc1ccccc1 (stereo not drawn),-0.4
CC1(C)CC(=O)C2=C(C1)Nc1ccccc1NC2c1ccc([N+](=O)[O-])cc1 (stereo not drawn),1.0
CC1(C)CC(C)(O)N(Cc2ccccc2)C(=S)N1 (stereo not drawn),-0.8
CCN1C(=O)C(CC(=O)Nc2ccc(OC)cc2)N(CCCN2CCN(c3ccc(F)cc3)CC2)C1=S (stereo not drawn),-1.7
COC(=O)CN1C(=S)N(c2ccc(F)cc2)C(=O)C1CC(=O)Nc1ccc(OC)cc1 (stereo not drawn),6.5
CCOC(=O)c1c(CN2CCOCC2)n(-c2ccccc2)c2cc(Br)c(O)cc12,-0.7
O=C(COc1ccccc1[N+](=O)[O-])Nc1ccc2oc(=O)ccc2c1,1.8
COc1ccc(CCn2c(C)cc(C(=O)CSc3nnnn3-c3ccccc3)c2C)cc1OC,-1.3
CCCCNC(=O)Nc1cc(C)on1,1.4
C/C(=N\NC(=O)c1cccc([N+](=O)[O-])c1)c1cccs1,-1.3
CN(Cc1ccccc1)C(=O)Cn1cccc1C(=O)c1ccccc1,-1.2
COc1ccc(-c2nnc(SCCOc3cccc(C)c3)n2N)cc1,1.9
Cc1cccnc1NC1(C(F)(F)F)N=C2SCCN2C1=O (stereo not drawn),5.6
Cc1ccc(-n2c(=S)[nH]c3c(oc4ccccc43)c2=O)cc1C,-1.3
CSc1ccccc1-c1cnc(NC(C)=O)cn1,5.8
COc1ccc(C(=O)CN2Cc3ccccc3C2=N)cc1,2.3
Cc1nnc(Nc2ccc3c(c2)OCO3)c2ccccc12,4.1

Ordered by formula weight (high to low): some entries from above
compound,TTR transcr act
COc1ccccc1N1CCN(S(=O)(=O)c2ccc3c(c2)n(C)c(=O)n3C)CC1,0.6
O=C(COc1ccccc1[N+](=O)[O-])Nc1ccc2oc(=O)ccc2c1,1.8
CCCC(=O)OCC(=O)Nc1ccccc1C#N,2.2

Going on with the list.
compound,TTR transcr act
CC(C)CC(=O)N1CCN(C(=O)c2ccc(F)cc2)CC1,-0.6
COC(=O)c1ccccc1NC(=O)CN1C(=O)CSC1=O,3.1
CCN(CC)CCCNC(=O)c1c(O)c2c([nH]c1=O)CCCC2,1.4
CCC1CCCCN1CC(=O)Nc1cc(OC)c(OC)cc1C#N (stereo not drawn),-0.1
Cc1cc(C)c(S(=O)(=O)N2C[C@H]3CON(C)[C@H]3C[C@H]2c2ccc(N3CCCCC3)cc2)c(C)c1,-1.3
Cc1ccc(S(=O)(=O)N2[C@H](CC(=O)OCc3ccccc3)OC[C@@H]2C)cc1,-2.5
COc1ccc(NC(=O)c2ccc3c(c2)C(=O)N(Cc2cccnc2)C3=O)c(OC)c1,0.4
CCOc1ccc(-c2nnc(-c3snc(-c4ccc(F)cc4)c3N=CN(C)C)o2)cc1,-0.3
Cc1nc2ccc(NC(=S)NC3CCCCC3)cc2nc1C,-2.7
CC(C)c1csc(CN2CCC(CCC(=O)NCC3CCCO3)CC2)n1 (stereo not drawn),-1.3
Cc1nc(SCC(=O)NC2CCCC2)c2oc3ccccc3c2n1,1.2
CC(c1ccon1)N(C)Cc1cn[nH]c1-c1ccc(-c2ccccc2)cc1 (stereo not drawn),-0.4
CCOC(=O)/C=C/C(=O)OCC(=O)Nc1ccc(Cl)cc1Cl,4.4
CC(C)N1CCC1(C)C(=O)Nc1cccc(C#N)c1 (stereo not drawn),-0.1
Cc1csc(=O)n1CC(=O)Nc1ccc(S(C)(=O)=O)cc1,0.4
Cc1ccc(C2CC(=O)NC(SCC(=O)OCc3ccccc3)=C2C#N)o1 (stereo not drawn),-1.4
C[C@H](O)Cc1cc2ccccc2c(=O)o1,-1.1
Nc1[nH]ncc1N=Nc1ccc(Cl)cc1,-2.2

Screening data deposited in PubChem BioAssay by The Scripps Research Institute Molecular Screening Center.
